EPAC1 antagonist: EPAC1 (human) antagonism; Potency, µM (titrated, usually from 115 µM), inactives show at the top dose activity change, negative = inhibition, most hits filed as inhibitors; EPAC1 GEF assay, Rap1b-BODIPY-GDP exchange fluorescence; 0.14% of 360,000 active;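 note: potency is the fitted concentration of half-maximal effect; plate controls were vehicle for no effect and positive control for full effect; nearly all actives have a fitted effect of over 50% in size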
aSyn rescue: alpha-synuclein toxicity inhibition in yeast. Yeast expressing alpha-synuclein, growth rescue, BacTiter-Glo, 24 h. 0.14% of 370,000 active. Potency, µM (series often up to 46.1 µM), for inactives: top-dose growth rescue (activation), hits mostly activators; note: potency is the fitted concentration of half-maximal effect; % of control where 0% means no effect; nearly all actives have a fitted effect of over 65% in size
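Rescue of yeast growth: cells expressing toxic alpha-synuclein, induced in galactose at OD600 0.02, incubated with compound 24 h at 30 C. ATP luminescence quantified growth; inhibitors of toxicity appear as activators.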
IL-2 act: activators of IL-2 | IL-2 activation reporter assay, cell-based qHTS; stimulated with anti-CD3/CD4/CD28 beads; in transgenic mouse T cells | activation, % (series mostly up to about 46 µM) | 0.065% of 360,000 active | AID 652025; in the data active = activation above about 50%; inconclusive = mostly about 30% to 49%; note: 0% is about no effect
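Unstimulated transgenic mouse T cells; 60-min compound exposure; bead-based TCR/CD4/CD28 stimulation; 18 h culture, 37 degrees C; dual fluorescence (EGFP, DsRed) plate cytometry.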
FUS suppressor: FUS proteinopathy suppression in yeast; S. cerevisiae FUS-expressing, growth rescue, OD600, 24 h; Potency, µM (highest dose often 76.6 µM), without a hit: at the highest dose growth rescue (activation), hits mostly activators; 0.24% of 390,000 active;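 note: potency is the fitted concentration of half-maximal effect; plate controls were DMSO vehicle for no effect and reference control for full effect; nearly all actives have a fitted effect of over 55% in size; some results filed as inactive show a strong effect at the top dose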
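Yeast expressing FUS under galactose induction, OD 0.005 in 2% galactose medium; compounds in a dilution series, 24 h at 30C. Growth rescue by absorbance at 600 nm; CP55940 positive control, DMSO negative.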
WRN helicase inh: WRN helicase (human) inhibition; WRN helicase unwinding, fluorescent forked duplex, kinetic; Potency, µM (top dose mostly 114 µM), for the others: at the top dose activity change, negative = inhibition, actives largely listed as inhibitors; 0.46% of 360,000 active; note: potency is the fitted concentration of half-maximal effect; % is set by controls: 0 for no effect and ±100 for the full control effect; nearly all actives have a fitted effect of over 55% in size
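Enzyme (20 nM final) and test compound sit together 15 min at room temperature before substrate addition. Substrate is a single-forked duplex oligonucleotide (100 nM) labelled with fluorophore and quencher, with 2 mM ATP; helicase unwinding raises red fluorescence, read kinetically.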
PI5P4Ka inh: blocks human PI5P4K alpha kinase activity; P48426; PI5P4Kalpha enzyme, ADP-Glo luminescence, 60 min; hits give low values; max response, %; 1.2% of 330,000 active; AID 652105; active = max response of -50% or lower; inconclusive = between -30% and -50%; inactive = -30% or higher; note: value at the top dose of about 77 µM; % is set by controls: 0 for no effect and ±100 for the full control effect
Target sequence (P48426 whole entry, looked up): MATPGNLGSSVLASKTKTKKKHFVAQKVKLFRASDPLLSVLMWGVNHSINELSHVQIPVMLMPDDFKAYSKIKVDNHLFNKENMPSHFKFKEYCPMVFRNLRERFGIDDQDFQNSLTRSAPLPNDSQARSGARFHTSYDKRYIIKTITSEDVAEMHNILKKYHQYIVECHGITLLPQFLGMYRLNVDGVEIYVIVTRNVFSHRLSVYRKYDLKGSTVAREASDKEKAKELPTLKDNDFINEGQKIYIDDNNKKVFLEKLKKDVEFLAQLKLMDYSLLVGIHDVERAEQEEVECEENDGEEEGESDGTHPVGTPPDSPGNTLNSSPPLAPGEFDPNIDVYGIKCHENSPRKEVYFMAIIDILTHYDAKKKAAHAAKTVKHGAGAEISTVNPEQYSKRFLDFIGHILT
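PI5P4Kalpha ADP-Glo assay; 5 microM ATP final; 60 min RT reaction; HEPES pH 7.4/EGTA/CHAPS, 5% DMSO; controls lacking substrate or enzyme; luminescent end-point.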
EPAC1 agonist: activates human EPAC1 exchange factor; O95398; EPAC1 agonist qHTS, biochemical assay; response scale: 100% = response to 6.5 mM cAMP; Potency, µM (doses to about 154 µM), inactives show at the top dose activation, hits mostly activators; 0.073% of 360,000 active; AID 720707; note: potency is the fitted concentration of half-maximal effect; nearly all actives have a fitted effect of over 60% in size
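Nucleotide exchange assay: 100 nM EPAC1 with 250 nM Rap1B loaded with BODIPY-GDP and 50 uM GDP, room temperature. Fluorescence (480/540 nm) read every 5 min for 30 min; signal change normalized to 6.5 mM cAMP as full agonist.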
PLK1 PBD inh: blocks phosphopeptide binding to human PLK1 polo-box domain | Potency, µM, without a hit: max response, negative = inhibition, usual class: inhibitors | P53350 | 2.8% of 360,000 active | Plk1 PBD binding of FITC phosphopeptide, fluorescence polarization; note: potency is the fitted concentration of half-maximal effect; series mostly up to about 57 µM; % is set by controls: 0 for no effect and ±100 for the full control effect; nearly all actives have a fitted effect of over 65% in size
Target sequence (P53350 whole entry, looked up, the tested form may be a part): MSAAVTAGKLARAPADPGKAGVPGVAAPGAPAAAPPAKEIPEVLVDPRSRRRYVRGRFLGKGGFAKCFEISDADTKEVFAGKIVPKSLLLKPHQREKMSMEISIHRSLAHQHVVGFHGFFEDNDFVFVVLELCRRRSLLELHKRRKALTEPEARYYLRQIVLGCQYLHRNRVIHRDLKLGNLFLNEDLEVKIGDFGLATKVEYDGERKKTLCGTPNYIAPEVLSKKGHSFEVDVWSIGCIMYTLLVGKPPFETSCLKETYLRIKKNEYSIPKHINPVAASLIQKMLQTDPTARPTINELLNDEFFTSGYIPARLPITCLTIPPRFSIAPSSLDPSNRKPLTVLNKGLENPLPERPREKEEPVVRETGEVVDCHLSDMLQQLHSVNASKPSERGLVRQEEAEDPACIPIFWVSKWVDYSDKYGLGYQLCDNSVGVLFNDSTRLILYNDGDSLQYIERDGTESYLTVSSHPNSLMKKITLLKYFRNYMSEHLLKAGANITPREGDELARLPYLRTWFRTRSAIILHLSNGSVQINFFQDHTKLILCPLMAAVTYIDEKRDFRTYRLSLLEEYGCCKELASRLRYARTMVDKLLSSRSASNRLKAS
Abeta rescue: restores growth of yeast expressing A-beta42 peptide. yeast expressing A-beta42, growth rescue, OD600, 48 h; response scale: 0% DMSO, 100% iron-clioquinol control. Potency, µM (series often up to 46.1 µM), inactives show top-dose growth rescue, hits mostly activators. 0.063% of 410,000 active. AID 1347071; note: potency is the fitted concentration of half-maximal effect; nearly all actives have a fitted effect of over 55% in size
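Yeast growth medium received pinned compounds, then yeast cells expressing toxic A-beta were added; plates incubated at 30 C for 48 hr. Growth read as absorbance at 600 nm, normalized to DMSO and equimolar FeCl3 plus clioquinol controls.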
An asterisk follows results filed as active; & = joins results of further samples; [ ] = another dose, or the depositor's remark. Unless noted, calls come from the whole dose curve; as a rule, active = well fitted curve in the direction sought with a large enough effect; inconclusive = small, poorly fitted or top-dose-only effect, or another doubt; inactive = no such curve, though single readings can be large; an effect the other way counts as inactive or inconclusive.

N#Cc1c(/N=C/C=C/c2ccccc2)sc2c1CCCC2 was read as EPAC1 antagonist 15%, aSyn rescue 3%, IL-2 act -1.7, FUS suppressor 33%, WRN helicase inh -2%, EPAC1 agonist 6%, PLK1 PBD inh 9.5µM* and Abeta rescue -2%.
`COc1cc(Cc2cnc(N)nc2N)cc(OC)c1OC` gave EPAC1 antagonist -10%&7%, aSyn rescue -6%&-1%&1%&-9%, IL-2 act 0.1&0.3, FUS suppressor -16%&-38%, WRN helicase inh 0%&4%, PI5P4Ka inh 1&-5, EPAC1 agonist -9%&-17%, PLK1 PBD inh -11%&2% and Abeta rescue -13%&0%.
For COc1ccc(OC)c(-c2nc(C(=O)NCCCN3CCOCC3)cc3c2[nH]c2ccccc23)c1 the results were EPAC1 antagonist -12%, aSyn rescue 0%, IL-2 act -0.3, FUS suppressor 10%, WRN helicase inh 10%, PI5P4Ka inh -3, EPAC1 agonist -28%, PLK1 PBD inh 3% and Abeta rescue -5%.
For CCOC(=O)c1c(NC(=O)CSc2nnc(-c3cccc(C)c3)n2CC)sc(C(C)=O)c1C the results were EPAC1 antagonist -9%, aSyn rescue 1%, IL-2 act -2.5, FUS suppressor 45%, WRN helicase inh -22%, PI5P4Ka inh 3, EPAC1 agonist 16%, PLK1 PBD inh 5% and Abeta rescue 8%.
For CC(=O)c1ccc(S(=O)(=O)N(C)CCCC(=O)N(C)Cc2ccccc2F)cc1 the results were EPAC1 antagonist -15%, aSyn rescue -19%, IL-2 act 0.2, FUS suppressor 25%, WRN helicase inh 5%, PI5P4Ka inh -13, EPAC1 agonist 4%, PLK1 PBD inh -13% and Abeta rescue -34%[inhibitor].
CCOC(=O)CSc1nnc(CSc2nc(N)c3c(C)c(C)sc3n2)n1-c1ccccc1 was read as EPAC1 antagonist -8%, aSyn rescue 12%, IL-2 act 1.2, WRN helicase inh -4%, PI5P4Ka inh 2, EPAC1 agonist -8%, PLK1 PBD inh -3% and Abeta rescue 24%.
For COC(=O)C1=CC(C(=O)c2cccs2)=NN(c2ccc(OC)cc2)C1C(=O)OC (stereo unspecified) the results were EPAC1 antagonist inconclusive, aSyn rescue 5%, IL-2 act -2.8, FUS suppressor 6%, WRN helicase inh -35%, PI5P4Ka inh 19, EPAC1 agonist 32%, PLK1 PBD inh -8% and Abeta rescue -1%.
For C=CCn1c(NC(=O)c2ccco2)nc2ccccc21 the results were EPAC1 antagonist 2%, aSyn rescue -3%, IL-2 act -2.5, FUS suppressor 2%, WRN helicase inh 5%, PI5P4Ka inh 2, EPAC1 agonist 11%, PLK1 PBD inh -6% and Abeta rescue -7%.
`Cc1ccc(SCC(=O)Nc2ccc(N3CCN(C)CC3)c(F)c2)c(C)c1` gave EPAC1 antagonist -1%, aSyn rescue 9%, IL-2 act -1.9, FUS suppressor -10%, WRN helicase inh 2%, PI5P4Ka inh 0, EPAC1 agonist -14%, PLK1 PBD inh 5% and Abeta rescue 3%.
Screening O=C(NCCCCc1ccccc1)C1CC(c2ccc([N+](=O)[O-])cc2)=NO1 (stereo unspecified) returned EPAC1 antagonist 10%, aSyn rescue 19%, IL-2 act -0.1, FUS suppressor -6%, WRN helicase inh 0%, PI5P4Ka inh -7, EPAC1 agonist 10%, PLK1 PBD inh -7% and Abeta rescue 10%.
Screening Cc1ccc(N2CC(C(=O)Nc3nnc(SCC(=O)N4CCOCC4)s3)CC2=O)cc1 (stereo unspecified) returned EPAC1 antagonist 9%, aSyn rescue 7%, IL-2 act -0.8, FUS suppressor 13%, WRN helicase inh -12%, PI5P4Ka inh 7, EPAC1 agonist 4%, PLK1 PBD inh -4% and Abeta rescue 13%.
`O=C(NNC(=O)c1cccs1)c1ccccn1` gave EPAC1 antagonist -13%, aSyn rescue 0%, IL-2 act 0.2, FUS suppressor -40%, WRN helicase inh 7%, PI5P4Ka inh -15, EPAC1 agonist 8%, PLK1 PBD inh -14% and Abeta rescue 0%.
For COc1ccccc1N1CCN(S(=O)(=O)c2c(C)[nH]c(C)c2C(=O)N2CCCCC2)CC1 the results were EPAC1 antagonist -2%, aSyn rescue 0%, IL-2 act 0.6, FUS suppressor 13%, WRN helicase inh 4%, PI5P4Ka inh 4, EPAC1 agonist 2%, PLK1 PBD inh 3% and Abeta rescue 5%.
For CC(=O)c1cccc(NC(=O)C2CCN(C(=O)c3ccc([N+](=O)[O-])cc3)CC2)c1 the results were EPAC1 antagonist -2%, aSyn rescue -4%, IL-2 act -1.6, FUS suppressor -14%, WRN helicase inh 8%, PI5P4Ka inh 1, EPAC1 agonist 6%, PLK1 PBD inh -11% and Abeta rescue 2%.
Screening O=C(Oc1cccc(Br)c1)c1cccnc1 returned EPAC1 antagonist 7%, aSyn rescue 2%, IL-2 act -2.2, FUS suppressor -16%, WRN helicase inh 23%, PI5P4Ka inh 7, EPAC1 agonist 1%, PLK1 PBD inh -7% and Abeta rescue 15%.
Screening O=C(Oc1cccc2ccccc12)c1ccncc1 returned EPAC1 antagonist -16%, aSyn rescue 5%, IL-2 act -1.2, FUS suppressor 30%, WRN helicase inh 3%, EPAC1 agonist 0%, PLK1 PBD inh -15% and Abeta rescue 3%.
CCOC(=O)N1CCN(C(=O)C2CC(=O)N(Cc3ccc(OC)cc3)C2)CC1 (stereo unspecified) was read as EPAC1 antagonist 14%, aSyn rescue -5%, IL-2 act -0.2, FUS suppressor 18%, WRN helicase inh 3%, PI5P4Ka inh 5, EPAC1 agonist -3%, PLK1 PBD inh -4% and Abeta rescue 5%.
For CC(C)Oc1cccc(C(=O)N/N=C/c2coc3ccccc3c2=O)c1 the results were EPAC1 antagonist -12%, aSyn rescue -3%, IL-2 act -3.2, FUS suppressor 8%, WRN helicase inh 6%, PI5P4Ka inh -23, EPAC1 agonist -6%, PLK1 PBD inh inconclusive and Abeta rescue -19%.
Screening O=S(=O)(c1ccc(C(F)(F)F)cc1)N1CCN(CCc2ccccc2)CC1 returned EPAC1 antagonist -27%, aSyn rescue -2%, IL-2 act 0.5, FUS suppressor 17%, WRN helicase inh 2%, PI5P4Ka inh 9, EPAC1 agonist 1%, PLK1 PBD inh -6% and Abeta rescue 2%.
O=C(Cn1cnc2c(NCc3ccccc3)ncnc21)NCCCN1CCCC1=O was read as EPAC1 antagonist -23%, aSyn rescue 2%, IL-2 act -0.3, FUS suppressor -2%, WRN helicase inh 8%, PI5P4Ka inh -8, EPAC1 agonist -14%, PLK1 PBD inh -6% and Abeta rescue -6%.
`CC1CCN(C(=S)c2cn(Cc3ccc(F)cc3)c3ccccc23)CC1` gave EPAC1 antagonist 0%, aSyn rescue -12%, IL-2 act 0.3, FUS suppressor 22%, WRN helicase inh -2%, PI5P4Ka inh 12, EPAC1 agonist 2%, PLK1 PBD inh -7% and Abeta rescue inconclusive.
Screening CC1CCc2c(sc(NC(=O)COC(=O)C3CCCO3)c2C#N)C1 (stereo unspecified) returned EPAC1 antagonist -6%, aSyn rescue -2%, IL-2 act 3.3, FUS suppressor -33%, WRN helicase inh -8%, PI5P4Ka inh 5, EPAC1 agonist -9%, PLK1 PBD inh -1% and Abeta rescue -9%.
CCCCC1S/C(=N/N=C/c2ccc(OC)cc2)N(Cc2ccc(OC)cc2)C1=O (stereo unspecified) was read as EPAC1 antagonist -8%, aSyn rescue -3%, IL-2 act -2.5, FUS suppressor 23%, WRN helicase inh 3%, PI5P4Ka inh 0, EPAC1 agonist 9%, PLK1 PBD inh -11% and Abeta rescue 7%.
CCOC(=O)[C@@H]1[C@H]2COc3ccc(Br)cc3[C@@H]2N2C(=O)N(c3ccc(OC)cc3)C(=O)[C@]12C was read as EPAC1 antagonist -4%, aSyn rescue -3%, IL-2 act -0.4, FUS suppressor -9%, WRN helicase inh -7%, PI5P4Ka inh -2, EPAC1 agonist 1%, PLK1 PBD inh 1% and Abeta rescue 1%.
For CCn1c2ccc(OC)cc2c2nc3ccccc3nc21 the results were EPAC1 antagonist -4%, aSyn rescue 5%, IL-2 act 3.3, FUS suppressor 4%, WRN helicase inh -13%, PI5P4Ka inh 24, EPAC1 agonist -7%, PLK1 PBD inh -15% and Abeta rescue -19%.
`Cc1ccc(-c2csc(NC(=O)COC(=O)c3cccc(S(=O)(=O)N4CCOCC4)c3)n2)cc1` gave EPAC1 antagonist -15%, aSyn rescue 0%, IL-2 act -2.5, FUS suppressor 23%, WRN helicase inh -7%, PI5P4Ka inh 1, EPAC1 agonist 11%, PLK1 PBD inh inconclusive and Abeta rescue -7%.
Cc1ccc(S(=O)(=O)Nc2ccccc2CNc2ccccn2)cc1 was read as EPAC1 antagonist -13%, aSyn rescue -2%, IL-2 act 1.1, WRN helicase inh -3%, PI5P4Ka inh -3, EPAC1 agonist 5%, PLK1 PBD inh -2% and Abeta rescue -3%.
`COc1cccc(-n2nnc3c(=O)n(CC(=O)Nc4ccccc4C)cnc32)c1` gave EPAC1 antagonist 18%, aSyn rescue 1%, IL-2 act -3.3, FUS suppressor -23%, WRN helicase inh 1%, PI5P4Ka inh 4, EPAC1 agonist 2%, PLK1 PBD inh -4% and Abeta rescue 2%.
O=C(CCc1nc2ccccc2[nH]1)Nc1ccc2c(c1)OCO2 was read as EPAC1 antagonist -7%, aSyn rescue -1%, IL-2 act -1.1, FUS suppressor 25%, WRN helicase inh -33%[57.1 µM], PI5P4Ka inh -24, EPAC1 agonist 6%, PLK1 PBD inh -12% and Abeta rescue 6%.
CCCSc1nnc(-c2cccc(S(=O)(=O)N(C)C)c2)n1-c1cc(OC)ccc1OC was read as EPAC1 antagonist -4%, aSyn rescue 3%, IL-2 act -0.5, FUS suppressor 35%, WRN helicase inh -6%, EPAC1 agonist 0%, PLK1 PBD inh -1% and Abeta rescue 13%.

Bioassay records from PubChem BioAssay.
